Source: PubChem (National Center for Advancing Translational Sciences (NCATS))
LDHA inh: inhibitors of human lactate dehydrogenase A. P00338. activity change, % (values are at about 110 or 230 µM). purified LDHA, NADH/diaphorase-resazurin fluorescence; active compounds read low. AID 1347041. actives 0.15% (n = 480,000); in the data active means activity change below about -30%; inconclusive means mostly about -25% to -30%;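 further: plate controls were DMSO wells for no effect and wells without enzyme for full effect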
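Remaining NADH was detected by diaphorase (0.133 mg/mL) converting 37 µM resazurin to fluorescent resorufin, read at 0 and 20 minutes. The preceding 5-minute room-temperature reaction used 2 nM LDHA, 0.2 mM sodium pyruvate and 0.06 mM NADH at pH 7.4.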
Vif-APOBEC3F blk: inhibitors of Vif-A3F interaction; HeLa A3F-eYFP + Vif (tagged APOBEC3F with the HIV-1 protein that degrades it), YFP fluorescence increase; Potency, µM (series often up to 46.1 µM), without a hit: at the highest dose activity, negative = active; actives 0.2% (n = 390,000); AID 602313; further: potency means the concentration at half of the fitted maximal effect; % of control where 0% means no effect; nearly all actives have a fitted effect of over 65% in size
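HeLa cells stably expressing Vif plus C-terminally eYFP-tagged A3F were seeded, incubated overnight at 37 deg C, dosed with compound, incubated overnight again at 37 deg C. Yellow fluorescence (Ex 488/Em 500-530) reported blocked Vif-mediated A3F-eYFP degradation.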
Glioma ERSR ind: induces the endoplasmic reticulum stress response in human glioma cells; Potency, µM, inactives show at the top dose activation, actives largely listed as activators; U87-MG GRP78 promoter luciferase reporter, 16 h; actives 0.02% (n = 420,000); further: potency means the concentration at half of the fitted maximal effect; series mostly up to about 76 µM; % of control where 0% means no effect; nearly all actives have a fitted effect of over 35% in size
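Stably transfected U87-MG human glioma cells carrying a GRP78-based luminescent sensor were seeded at 1000 cells/well, pin-dosed with compounds and incubated 16 h. Luciferase reagent was then added, and end-point luminescence was read after 10 min at room temperature.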
TrxR1 substrate: rat thioredoxin reductase 1 substrate activity; purified TrxR1 substrate turnover, NADPH consumption readout; Potency, µM (highest dose often 114 µM), for the others: at the top dose activity change, negative = substrate turnover; actives 0.01% (n = 390,000); further: potency means the concentration at half of the fitted maximal effect; on the % scale 0 is the no-effect control and ±100 the full control effect; nearly all actives have a fitted effect of over 50% in size
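Rat TrxR1, dispensed at 90 nM, was prereduced with 400 uM NADPH (final) for 5 min at ~22 deg C, then incubated with compound 15 min before 400 uM selenite. A first-read NADPH fluorescence drop versus no-compound background flagged substrates.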
USP1-UAF1 inh: inhibitors of human USP1/UAF1 deubiquitinase; O94782; AID 743255; actives 0.23% (n = 390,000); recombinant USP1/UAF1, Ub-Rhodamine cleavage fluorescence; Potency, µM (highest dose often 57.1 µM), inactives show at the highest dose activity change, negative = inhibition, hits mostly inhibitors; further: potency means the concentration at half of the fitted maximal effect; on the % scale 0 is the no-effect control and ±100 the full control effect; nearly all actives have a fitted effect of over 60% in size; inactives centre near -12
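Step one: compound is pinned into 1nM USP1/UAF1 in HEPES pH 7.8 buffer with TCEP. Step two: 15 min room-temperature incubation. Step three: Ub-Rho (150nM final) starts cleavage, tracked by fluorescence over six one-minute reads.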
PI4K2A block: blocks human PI4K2A kinase activity. Q9BTU6. purified PI4K2A, ADP-Glo luminescence, 1 h; active compounds read low. activity change, negative = inhibition, % at 76.9 µM. actives 0.13% (n = 420,000); in the data active means activity change below about -50%; inconclusive means mostly about -30% to -49%;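 further: -100% = wells without enzyme as full effect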
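Compounds are screened against recombinant PI4K2A using PI as substrate and ATP, the latter dispensed at 300 microM. Reactions run one hour at ambient temperature before ADP-Glo detection; full inhibition defined by wells lacking enzyme.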
RXFP1 agonist: activates the human relaxin receptor RXFP1. HEK293T-RXFP1 cAMP TR-FRET, 30 min; response scale: percent of porcine relaxin response, buffer zero. actives 0.3% (n = 370,000). Potency, µM (series often up to 57.5 µM), inactives show top-dose activation, actives largely listed as activators. Q9HBX9; further: potency means the concentration at half of the fitted maximal effect; on the % scale 0 is the no-effect control and ±100 the full control effect; nearly all actives have a fitted effect of over 60% in size; many of its hits are not listed in these tables
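Agonist response is measured as cAMP accumulation in an RXFP1-transfected HEK293T line under PDE4 inhibition. Values are scaled between buffer-only and 29 nM porcine relaxin, and EC50s come from standard Hill equation fits.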
mIDH1 inhibitor: human IDH1 R132H inhibition. O75874. IDH1-R132H enzyme, NADPH consumption, diaphorase/resazurin fluorescence. Potency, µM (doses to about 76.6 µM), for inactives: at the highest dose activity change, negative = inhibition, hits mostly inhibitors. actives 0.093% (n = 390,000). AID 602179; further: potency means the concentration at half of the fitted maximal effect; on the % scale 0 is the no-effect control and ±100 the full control effect; nearly all actives have a fitted effect of over 65% in size
Target sequence (O75874 whole entry R132H, stated change not applied): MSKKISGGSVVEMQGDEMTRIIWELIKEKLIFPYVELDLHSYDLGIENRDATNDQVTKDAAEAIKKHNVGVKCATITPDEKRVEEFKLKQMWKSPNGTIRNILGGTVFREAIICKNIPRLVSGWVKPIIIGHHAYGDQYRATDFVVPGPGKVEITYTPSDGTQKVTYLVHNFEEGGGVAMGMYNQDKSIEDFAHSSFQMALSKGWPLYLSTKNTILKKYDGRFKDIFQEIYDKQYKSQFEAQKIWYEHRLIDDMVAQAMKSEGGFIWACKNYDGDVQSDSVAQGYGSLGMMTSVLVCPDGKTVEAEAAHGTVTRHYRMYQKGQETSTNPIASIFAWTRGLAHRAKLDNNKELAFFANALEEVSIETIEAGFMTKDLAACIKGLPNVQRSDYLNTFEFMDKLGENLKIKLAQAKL
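IDH1-R132H (0.5 ug/mL) preincubated 30 min with compound, then NADPH (0.016 mM) and alpha-KG (2 mM) added; 80 min at RT, pH 7.5. Remaining NADPH coupled via diaphorase/resazurin to fluorescence (540/590 nm); concentration-response curves normalized to no-enzyme control.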
Vif-APOBEC3G blk: blocks the Vif interaction with human APOBEC3G. AID 602310. HeLa A3G-eYFP + Vif (tagged APOBEC3G with the HIV-1 protein that degrades it), YFP fluorescence, overnight. actives 0.076% (n = 410,000). Potency, µM (titrated, usually from 46.1 µM), for the others: at the highest dose activity, negative = active, hits mostly inhibitors;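 further: potency means the concentration at half of the fitted maximal effect; on the % scale 0 is the no-effect control and ±100 the full control effect; nearly all actives have a fitted effect of over 60% in size; hits raise eYFP signal because A3G escapes Vif-driven loss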
Target sequence (Q9HC16 whole entry, looked up): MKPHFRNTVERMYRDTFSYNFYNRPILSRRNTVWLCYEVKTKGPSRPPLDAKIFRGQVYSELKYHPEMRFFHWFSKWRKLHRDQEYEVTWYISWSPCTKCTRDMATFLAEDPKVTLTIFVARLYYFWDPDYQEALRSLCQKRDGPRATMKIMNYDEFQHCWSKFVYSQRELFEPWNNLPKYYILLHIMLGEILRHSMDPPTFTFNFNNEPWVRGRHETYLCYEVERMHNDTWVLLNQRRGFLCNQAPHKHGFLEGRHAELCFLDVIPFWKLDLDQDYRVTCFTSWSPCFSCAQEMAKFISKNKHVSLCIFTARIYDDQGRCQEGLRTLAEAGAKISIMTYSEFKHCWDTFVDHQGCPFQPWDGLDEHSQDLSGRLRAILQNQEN
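HeLa cells stably expressing Vif and C-terminally eYFP-tagged A3G, seeded overnight at 37 deg C, then exposed to compound by pintool overnight at 37 deg C. Rise in yellow fluorescence (Ex 488/Em 500-530, Acumen) marks blocked Vif-driven A3G degradation.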
Active calls of the source: *; ? = inconclusive; nt = not tested or not shown; & = joins results of further samples; [ ] = remark or other dose. Unless noted, the call rests on the fitted dose curve; in most records, active means well fitted curve in the direction sought with a large enough effect; inconclusive means small, poorly fitted or top-dose-only effect, or another doubt; inactive means no such curve, though single readings can be large; an effect the other way counts as inactive or inconclusive. Some of the compounds tested; count on the stated rates, not on these rows.

The line under a structure holds: LDHA inh, Vif-APOBEC3F blk, Glioma ERSR ind, TrxR1 substrate, USP1-UAF1 inh, PI4K2A block, RXFP1 agonist, mIDH1 inhibitor, Vif-APOBEC3G blk
> Cc1c(NC(=O)CN2C(=O)NC(C)(c3ccc(Cl)cc3)C2=O)c(=O)n(-c2ccccc2)n1C (stereo not drawn)
 : -5.7, -20.9%, -2.1%, -10.3%, -9.5%, 4.8, 1.0%, -0.2%, -4.0%
> COc1ccc2ccccc2c1CN1CCN(C(=O)c2ccccc2)CC1
 : 11.0, 0.6%, -5.1%, -7.0%[57.1 µM], -20.7%, 1.4, 3.1%, 9.8%, -5.3%
> CSc1nnc(Cn2c(=O)sc3ccccc32)n1CCc1ccccc1
 : 2.6, -15.4%, -1.3%, 2.0%[57.1 µM], -10.5%, -4.8, 2.1%, -14.9%, 0.7%
> Cc1ccnc(SCC(N)=O)n1
 : -8.3, 0.6%, -4.8%, 9.7%[57.1 µM], ?, -3.1, 0.7%, 2.6%, 5.7%
> COC(=O)c1ccccc1NC(=O)c1ccc(-c2ccccc2F)o1
 : -6.9, -6.6%, -0.9%, 13.1%, 7.7%, 1.9, 3.1%, 2.4%, 0.1%
> COCCn1c(N)c(N(Cc2ccccc2)C(=O)C2CCCC2)c(=O)[nH]c1=O
 : -2.3, 7.1%, -2.1%, 5.1%[57.1 µM], -11.3%, 2.8, 2.6%, 6.0%, 0.1%
> Cc1cc(C)cc(NC2=NC3(CCCCC3)N=C(N)N2)c1
 : -5.8, -24.8%, -4.8%, 8.6%[57.1 µM], -13.2%, -5.8, 0.5%, 2.3%, ?
> Cc1[nH]n(-c2cccc3ccccc23)c(=O)c1C=Nc1ccc2[nH]c(=O)[nH]c2c1
 : 8.7, 2.5%, -4.7%, -10.7%, -22.2%, -4.8, 3.1%, 5.8%, 0.9%
> NCCCS(=O)(=O)O
 : -5.3&-4.5, -19.6%&0.0%, 0.0%&0.3%&2.1%&-2.0%, 10.9%[57.1 µM], ?, 2.7&1.5&0.3, -0.6%&0.1%, -8.3%&-11.5%, -4.5%&1.1%
> CC1CCC/C(=N/Nc2nc3ccccc3s2)C1 (stereo not drawn)
 : 0.1, ?, -2.2%, -8.3%, -18.5%, 0.4, -2.5%, 4.6%, 4.1%
> Cc1ccc(CN2CCN(/N=C\c3cccc([N+](=O)[O-])c3)CC2)cc1
 : -5.6, 0.5%, -4.8%, 3.6%[57.1 µM], -4.3%, 4.4, 0.8%, 0.7%, -4.5%
> CCOc1ccc(NC(=O)CSc2ncc3c(n2)-c2cc(Cl)ccc2N(C)S3(=O)=O)cc1
 : -2.3, -4.9%, -2.9%, 2.5%[57.1 µM], 7.3%, -1.3, ?, -18.6%, -3.6%
> CCCCc1cc(=O)oc2cc(C)cc(OCC(=O)NCc3cccnc3)c12
 : -1.3, 3.0%, -3.1%, 75.3%[activator], -20.6%, -1.3, 1.7%, 0.0%, -6.1%
> O=C(Nc1ccccn1)C1CCN(c2ncnc3c2nc2n3CCCCC2)CC1
 : -3.8, 8.5%, -2.6%, -2.9%, -10.3%, 1.8, 2.4%, 6.1%, 0.1%
> O=C(CSc1ccc(-c2ccc(F)cc2)nn1)Nc1ccc2c(c1)OCCO2
 : -3.1, -18.9%, -1.5%, -5.9%, -13.6%, 2.6, 1.0%, 2.6%, -4.2%
> NC(=O)c1ccc(NC(=O)c2cccc(Oc3ccccc3)c2)cc1
 : -1.1, 1.9%, 1.1%, 8.3%[57.1 µM], -6.0%, 6.0, 5.2%, 4.6%, -4.5%
> CCN(CC)c1cc(C)c2cc(NC(=O)c3ccc(F)cc3Cl)ccc2n1
 : -3.4, -4.2%, -0.1%, -3.3%, -22.2%, -11.8, -4.1%, -6.5%, -2.6%
> Cc1ccc(S(=O)(=O)Nc2cccc3c2O[C@H](CN(C)Cc2ccc(-c4ccccc4)cc2)[C@@H](C)CN([C@H](C)CO)C3=O)cc1
 : 4.9, -3.3%, 2.3%, 3.7%, -19.9%, -6.2, nt, 12.3%, -10.9%
> O=C(CSc1cccc[n+]1[O-])c1ccc(-c2ccccc2)cc1
 : -2.0, -11.5%, 5.4%, -10.9%, -16.5%, -6.5, -0.8%, 0.0%, -3.6%
> CCOC(=O)Cc1csc(NC(=O)COc2ccc(N(C)S(=O)(=O)c3ccc(C)cc3)cc2)n1
 : 0.5, -1.6%, -3.4%, -0.7%[57.1 µM], -11.9%, 0.7, 1.2%, 11.0%, 3.8%
> Cc1cc(C)cc(NC(=O)COc2coc(CN3CCc4ccccc43)cc2=O)c1
 : -0.1, 5.1%, -2.6%, -2.8%, -12.6%, 0.1, 0.1%, 5.9%, -13.3%
> CCOC(=O)CNC(=O)C1CCC(CNS(=O)(=O)c2cccc3nsnc23)CC1 (stereo not drawn)
 : -7.7, 16.5%, -2.9%, -5.0%, -2.7%, -1.6, -1.1%, -6.4%, 5.2%
> COC(=O)C1(C(F)(F)F)N=C(N(C)C)OC(N(C)C)=N1
 : -3.5, -10.5%, -0.9%, 2.7%[57.1 µM], -19.3%, -1.4, 0.8%, 1.4%, 0.1%
> CCOC(=O)C1(CCOC)CCN(Cc2ccc(C3CCCCO3)s2)CC1 (stereo not drawn)
 : 4.3, 0.0%, 0.8%, 8.0%, -6.7%, -1.0, -3.9%, 0.0%, -3.7%
> COc1cc(S(=O)(=O)N2CCN(C)CC2)ccc1Cl
 : -6.7, -3.6%, -2.5%, 6.5%, 2.9%, 5.3, -1.0%, 5.7%, 1.2%
> COc1cc(CCC(=O)OCC(=O)Nc2ccc(C)cc2Br)cc(OC)c1OC
 : 2.1, -4.2%, -0.4%, 6.2%, -4.4%, 1.3, -1.5%, 5.5%, 1.2%
> Cc1ccc(Cl)cc1-c1cc(C(=O)NCc2ccco2)[nH]n1
 : -6.3, nt, -1.4%, nt, nt, 1.6, nt, nt, -3.8%
> NC(=O)c1cccc(CC(=O)c2ccccc2)c1
 : -2.8, 4.5%, -3.0%, 0.8%, -17.6%, 1.9, 1.1%, 2.0%, -0.9%
> O=C(CSc1nc2ccccc2[nH]1)Nc1cccc(S(=O)(=O)N2CCOCC2)c1
 : -0.6, 0.7%, -3.7%, -9.1%, -2.2%, -1.5, -0.6%, -5.1%, 1.2%
> O=C(NNc1ccnc2cc(Cl)ccc12)C1CCCCC1
 : -5.2, 0.6%, -6.9%, -9.1%, -2.3%, 2.5, -3.2%, -4.5%, -0.1%
> COc1ccc(N2CCN(S(=O)(=O)CCNC(=O)Cc3ccc([N+](=O)[O-])cc3)CC2)cc1
 : 0.3, -9.9%, -3.7%, 2.7%, -11.1%, -5.8, 3.1%, 7.0%, -0.7%
> COC(=O)Cc1ccc(NC(=S)N2CCCC(C)C2)cc1 (stereo not drawn)
 : -1.6, 3.0%, -0.1%, 2.8%, -16.1%, -0.3, 6.9%, 6.9%, 4.4%
> O=C(Nc1cccc(C(=O)N2CCOCC2)c1)c1ccccc1
 : -7.4, nt, -1.5%, 4.3%, -19.9%, 2.3, 2.0%, -0.2%, 2.1%
> COc1ccc(-c2nc(CSCC(=O)N3CCN(c4ccc(OC)cc4)CC3)c(C)o2)cc1
 : 5.4, -2.8%, -2.2%, -4.0%, -9.0%, -4.6, -0.6%, -0.1%, 5.8%
> CCCn1c2ccccc2c2nnc(SCC(=O)Nc3cccc(C(C)=O)c3)nc21
 : -13.0, 5.0%, -3.4%, 3.0%, -16.5%, -0.5, 13.4%, -13.2%, 0.1%
> Cn1c(-c2sc(=S)n(-c3ccccc3)c2N)nc2ccccc21
 : -0.6, ?, -1.1%, 9.3%[57.1 µM], -11.7%, 0.3, 2.4%, 2.2%, -1.3%
> CC(=O)OCC1OC(n2ncc(=O)n(Cc3ccccc3)c2=O)C(OC(C)=O)C1OC(C)=O (stereo not drawn)
 : -14.3, 10.0%, -2.0%, 3.7%, -10.5%, -23.2, 0.8%, 2.1%, -7.1%
> CCc1cccc(NC(=O)Cn2nc(-c3cc(C)ccc3C)ccc2=O)c1
 : -0.3, 9.1%, -3.6%, -11.5%, -21.5%, -2.6, -1.2%, -1.1%, 3.1%
> COc1ccc(CCNC(=S)NCc2cccs2)cc1OC
 : -1.6, -12.2%, 1.3%, 0.3%, -6.6%, -11.8, -1.2%, -7.0%, -3.5%
